GALK inhibitor: qHTS Assay for Inhibitors of Human Galactokinase (GALK); P51570; hit rate 0.007% among 270,000; AID 1868, 2009; Purified GALK, Kinase-Glo residual ATP luminescence; Potency, µM (highest dose often 57.5 µM), for the others: top-dose activity change, negative = inhibition, hits mostly inhibitors; note: potency is the fitted concentration of half-maximal effect; % is set by controls: 0 for no effect and ±100 for the full control effect
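The enzyme phosphorylates galactose (100 uM) using ATP (35 uM); inhibition is detected as higher residual ATP, quantified by bioluminescence after 1 h reaction at room temperature, pH 8.0.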
S-ASM inh: Inhibitors of Secretory Acid Sphingomyelinase (S-ASM): qHTS; Sphingomyelin phosphodiesterase (Homo sapiens), P17405; placental ASM, HMU-PC fluorogenic substrate, 60 min; Potency, µM (top dose mostly 57.5 µM), for the others: at the highest dose activity change, negative = inhibition, actives largely listed as inhibitors; hit rate 0.006% among 340,000; AID 504937, 2011; note: potency is the fitted concentration of half-maximal effect
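HMU-PC0 cleavage (9 uM final) by human placental ASM, 60 min at 37 °C following 10 min compound exposure at RT; stopped at pH 10, fluorescence Ex 386/Em 447 nm.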
TRPV1 ag: HTS Assay for Compounds that Act as Agonists of the Vanilloid Receptor 1; Transient receptor potential cation channel subfamily V member 1 (Homo sapiens), Q8NER1; TRPV1-expressing cells, Fluo-8 calcium influx, agonist mode; activation, % at 8.33 µM; hit rate 0.19% among 320,000; AID 540275, 2011; in the data active = activation above about 80%; inconclusive = between about 30% and that limit; note: 0% is about no effect
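TRPV1-expressing cells were cultured overnight at 35.5C and loaded with Fluo-8 calcium dye for 40 to 90 min at room temperature. After a 10 s baseline, compound was added and calcium influx was read kinetically for 3 min (ex 480/em 520 nm).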
hERG WT inh: qHTS for Inhibitors of KCHN2 3.1: Wildtype qHTS | Voltage-gated inwardly rectifying potassium channel KCNH2 (Homo sapiens), Q12809 | U2OS, BacMam KCNH2, thallium flux FluxOr; active compounds read low | activity change, % at 1.84 µM | hit rate 0.37% among 340,000 | AID 720551, 2013;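 active = maximum activity change below -70%; inconclusive = maximum activity change between -70% and -50%; inactive = maximum activity change above -50%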; note: % is set by controls: 0 for no effect and ±100 for the full control effect
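U2OS cells were transduced with wild-type KCNH2 virus (2.03 x 10^8 / mL) for 4 h at room temperature, then cultured overnight at 37 C. Thallium flux was read with FluxOr dye. Rate constants were normalized to DMSO controls.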
a7 integrin act: qHTS for Activators of Integrin-Mediated Alleviation for Muscular Dystrophy; hit rate 0.064% among 350,000; Potency, µM (highest dose often 38.3 µM), for the others: top-dose activation, actives largely listed as activators; alpha7betagal myoblasts, beta-gal FDG fluorescence, 48 h;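 note: potency is the fitted concentration of half-maximal effect; 100% = response of the positive control SU9516; nearly all actives have a fitted effect of over 60% in size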
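alpha7betagal+/- myoblasts (passage 13, 250/well) treated 48 h at 37C with compounds at 1:260 dilution of DMSO stock. Lysed, then beta-galactosidase activity read as FDG fluorescence (ex 480/em 540) after 30 min, with pre-read for autofluorescence.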
MBNL1 CUG block: qHTS Assay for Inhibitors of MBNL1-poly(CUG) RNA binding; Muscleblind-like protein 1 (Homo sapiens), Q9NR56; TR-FRET MBNL1-His/biotin-(CUG)12 binding, 665/545 ratio; Potency, µM (top dose mostly 57.5 µM), for the others: at the top dose activity change, negative = inhibition, actives largely listed as inhibitors; hit rate 0.036% among 280,000; AID 2675, 2010; active = well fitted inhibition curve with a large enough effect in the signal ratio, with a control signal flat, not every such curve was filed as active; inconclusive = small, poorly fitted or top-dose-only effect, or effect the other way, or a change in a side signal; inactive = no such curve, though single readings can be large or run the other way; the % refers to the signal ratio; note: potency is the fitted concentration of half-maximal effect; % is set by controls: 0 for no effect and ±100 for the full control effect
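Ratiometric TR-FRET (665 over 545 nm, excitation 340 nm) tracks disruption of MBNL1-His/biotin-(CUG)12 complex after 60 min at room temperature, with compounds at 92 nM to 58 uM final.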
CXXC DNA block: qHTS Fluorescence Polarization Assay for Inhibitors of MLL CXXC domain - DNA interaction; Histone-lysine N-methyltransferase 2A (Homo sapiens), Q03164; MLL-CXXC / FITC-HOXA9 DNA fluorescence polarization; Potency, µM (series often up to 115 µM), for inactives: top-dose activity change, negative = inhibition, most hits filed as inhibitors; hit rate 0.037% among 290,000; active = well fitted inhibition curve with a large enough effect in the polarisation, with a control signal flat, not every such curve was filed as active; inconclusive = small, poorly fitted or top-dose-only effect, or effect the other way, or a change in a side signal; inactive = no such curve, though single readings can be large or run the other way; the % refers to the polarisation; note: potency is the fitted concentration of half-maximal effect
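Fluorescence polarization: 7 uM MLL-CXXC (stock) preincubated 5 min with compounds, then 50 nM fluorescein-HOX-A9 DNA (stock) added; 30 min ambient. Buffer 50 mM Tris-HCl pH 7.5, 50 mM NaCl, 1 mM DTT, 0.05% BSA.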
FBPA coupling cs: qHTS Assay for Inhibitors of Fructose-1,6-bisphosphate Aldolase from Giardia Lamblia: Coupling assay counterscreen; coupling enzyme system counterscreen, AmpLite Red fluorescence; activity change, negative = inhibition, % at 58.2 µM, hits read low; hit rate 0.67% among 290,000; in the data active = activity change below about -30%; note: % is set by controls: 0 for no effect and ±100 for the full control effect
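Fluorescence at 525 nm excitation and 598 nm emission measured inhibition of the coupled detection system without aldolase. Compounds (at 57.5 uM final) were preincubated 10 min at room temperature with coupling enzyme reagent before a 20 min substrate/AmpLite Red step.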
KCNH2 3.1 inh: qHTS for Inhibitors of KCHN2 3.1: Mutant qHTS. hit rate 0.95% among 340,000. U2OS KCNH2 3.1, thallium flux FluxOr; active compounds read low. AID 720553, 2013. activity change, % (tested at about 1.8 µM);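 active = maximum activity change below -70%; inconclusive = maximum activity change from -70% to -50%; inactive = maximum activity change above -50%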;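 note: thallium influx rate constant from kinetic fluorescence after stimulation buffer; % is set by controls: 0 for no effect and ±100 for the full control effect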
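Virally transduced U2OS (3.1 isoform, 4 h infection in dark at RT) → overnight 37 C → FluxOr + Red40 in HBSS/HEPES, 45 min → stimulation buffer, 2 min kinetic read → rate constant vs DMSO controls.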
AT treatment: qHTS Assay for Identifying a Potential Treatment of Ataxia-Telangiectasia. […] A-T fibroblasts, KAP-1 phosphorylation AlphaLISA; neocarzinostatin DNA damage 30 min before lysis. Potency, µM (titrated, usually from 57.5 µM), for inactives: at the top dose activation, usual class: activators. hit rate 0.19% among 320,000. AID 485349, 2010; note: potency is the fitted concentration of half-maximal effect; % of control where 0% means no effect; nearly all actives have a fitted effect of over 45% in size
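ATM-like activity read as KAP-1 phosphorylation via AlphaLISA donor/acceptor antibody pairs after lysis and 6 hr at 25C. Cells were ATM-null patient fibroblasts ([…], hTERT), dosed 60 min, then exposed to the DSB inducer NCS for 30 min.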
The depositor's hits bear a star; ? = inconclusive; . = no result given; [ ] = dose if it differs, or a comment. Unless noted, calls come from the whole dose curve; as a rule, active = well fitted curve in the direction sought with a large enough effect; inconclusive = small, poorly fitted or top-dose-only effect, or another doubt; inactive = no such curve, though single readings can be large; an effect the other way counts as inactive or inconclusive. The order is random. About 2% of those tested had a hit in this group.

mol	GALK inhibitor	S-ASM inh	TRPV1 ag	hERG WT inh	a7 integrin act	MBNL1 CUG block	CXXC DNA block	FBPA coupling cs	KCNH2 3.1 inh	AT treatment
CC(NC(=O)C(C)N1c2cccc3cccc(c23)S1(=O)=O)c1ccccc1 (configuration not stated)	5.3%	61.9%[activator]	-0.9	-4.6	11.4%	0.6%	8.8%	-5.7	36.8	10.0%
CCC1CCCCN1C(=O)C1CC(c2cc(Cl)c(OC)cc2OC)=NO1 (configuration not stated)	-1.3%	-6.3%	13.5	-17.4	7.7%	15.2%	8.6%	-5.3	13.6	0.3%
O=C(O)c1c2c(nc3ccc(S(=O)(=O)N4CCC(C(=O)N5CCCCC5)CC4)cc13)CCCC2	0.4%	6.9%	-0.1	-5.4	19.6%	14.3%	-9.6%	5.3	5.3	-3.1%
Cc1ccccc1CNc1nc(N)n(-c2ccccc2)n1	0.9%	0.4%	.	0.4	16.8%	-2.8%	-0.2%	4.8	-1.9	23.5%
Cc1ccc(S(=O)(=O)N2CCCCC2)cc1NC(=O)CSc1nc(N)cc(=O)[nH]1	.	8.5%	.	4.7	16.1%	.	.	.	-8.0	16.0%
COc1ccc(/C=N/NC(=O)Cn2nc([N+](=O)[O-])cc2C)c(OC)c1OC	0.4%	-0.4%	.	2.5	23.7%	.	2.0%	2.2	7.8	3.4%
CCOC(=O)Nc1sc(NS(=O)(=O)c2ccc(C)cc2)nc1C	0.3%	-1.5%	1.2	-24.9	2.8%	-6.9%	-14.3%	5.7	13.9	-0.8%
Cc1ccccc1NC(=O)COc1ccc(Br)cc1CNCCCO	-1.4%	5.1%	-1.0	15.1	-22.7%	-2.3%	-0.5%	2.6	-2.9	2.7%
O=C(CN1C(=O)/C(=C\c2cccc(Br)c2)Oc2ccccc21)NCC1CCCO1 (configuration not stated)	4.8%	5.3%	-3.8	8.2	0.0%	0.1%	9.2%	.	-0.1	-1.2%
COc1cccc2sc(Nc3nnc(-c4ccccc4Cl)o3)nc12	-3.5%	146.2%[activator]	14.1	?	-11.4%	8.7%	26.3%	-1.3	2.5	0.5%
CC[C@@H](C(=O)n1nc(C)cc1C)[C@H](NS(=O)(=O)c1ccc(C)cc1)c1ccccc1	-4.9%	-1.5%	26.0	3.6	6.3%	-1.7%	4.0%	0.3	8.0	6.3%
COc1ccc(NC(=O)Nc2cccc3c2O[C@H](CN(C)S(=O)(=O)c2ccc(F)cc2)[C@@H](C)CN([C@H](C)CO)C3=O)cc1	.	-14.6%	.	4.6	-15.7%	.	.	.	7.0	4.8%
O=S(=O)(c1cccc(-c2n[nH]c(=S)n2-c2ccccc2Cl)c1)N1CCOCC1	.	1.4%	.	2.3	-7.0%	.	.	.	-2.8	-4.2%
O=S(=O)(c1ccccc1C(F)(F)F)N1CCOCC1	2.0%	0.9%	-2.5	1.7	-1.4%	-9.4%	0.2%	-0.4	5.8	-0.5%
Cc1ccc(C(=O)OCN2C(=O)c3ccccc3C2=O)o1	.	0.2%	2.5	5.9	1.8%	.	.	.	24.1	-6.6%
COC(=O)C(C)C1Sc2ccccc2NC1=O (configuration not stated)	2.8%	-2.6%	2.3	-2.5	1.5%	-1.0%	1.1%	-9.5	4.4	2.3%
O=C(NCc1ccc2c(c1)OCO2)C1CCN(S(=O)(=O)c2ccc(Br)s2)CC1	3.3%	-8.8%	13.9	3.8	8.9%	-1.6%	-4.6%	3.2	-25.5	.
CC(=O)N[C@@H](Cc1c[nH]c2ccccc12)C(=O)OCc1cc(C(F)(F)F)cc(C(F)(F)F)c1	.	-14.2%	8.7	-12.6	.	.	-12.1%	-12.1	0.3	-4.2%
O=C(NC(Cc1ccccc1)c1nc2ccccc2[nH]1)C1CC(=O)N(c2ccc3c(c2)OCCO3)C1 (configuration not stated)	5.4%	1.9%	-1.9	13.2	4.8%	-3.9%	4.5%	-2.9	?	-3.8%
O=C(Nc1ccnn1C1CCN(Cc2ccccc2)CC1)C1CCOC1 (configuration not stated)	0.1%	4.4%	1.6	4.0	9.5%	-5.5%	6.6%	.	1.2	-3.8%

4 records picked at random from the list so far, as already listed:
mol	GALK inhibitor	S-ASM inh	TRPV1 ag	hERG WT inh	a7 integrin act	MBNL1 CUG block	CXXC DNA block	FBPA coupling cs	KCNH2 3.1 inh	AT treatment
CC(NC(=O)C(C)N1c2cccc3cccc(c23)S1(=O)=O)c1ccccc1 (configuration not stated)	5.3%	61.9%[activator]	-0.9	-4.6	11.4%	0.6%	8.8%	-5.7	36.8	10.0%
CC(=O)N[C@@H](Cc1c[nH]c2ccccc12)C(=O)OCc1cc(C(F)(F)F)cc(C(F)(F)F)c1	.	-14.2%	8.7	-12.6	.	.	-12.1%	-12.1	0.3	-4.2%
O=C(O)c1c2c(nc3ccc(S(=O)(=O)N4CCC(C(=O)N5CCCCC5)CC4)cc13)CCCC2	0.4%	6.9%	-0.1	-5.4	19.6%	14.3%	-9.6%	5.3	5.3	-3.1%
CC[C@@H](C(=O)n1nc(C)cc1C)[C@H](NS(=O)(=O)c1ccc(C)cc1)c1ccccc1	-4.9%	-1.5%	26.0	3.6	6.3%	-1.7%	4.0%	0.3	8.0	6.3%

The listing continues:
mol	GALK inhibitor	S-ASM inh	TRPV1 ag	hERG WT inh	a7 integrin act	MBNL1 CUG block	CXXC DNA block	FBPA coupling cs	KCNH2 3.1 inh	AT treatment
CCOC(=O)COc1ccc(Cl)cc1C1NC(=O)NC(C)=C1C(C)=O (configuration not stated)	-1.6%	1.1%	?	2.2	7.3%	3.7%	-3.7%	-1.4	7.0	3.7%
Cc1ccc(/C=C2\Oc3c(ccc(O)c3CN3CCN(CCO)CC3)C2=O)cc1	-1.4%	15.9%	8.9	1.8	7.9%	?	?	-1.0	-11.3	-1.8%
Cc1cc(C(=O)NNC(=O)CCC2CCCCC2)c(C)o1	6.4%	2.2%	-0.4	6.2	-7.1%	-5.1%	3.9%	0.8	1.8	2.5%
CCOC(=O)N1CCc2c(sc3nc(SC(C)C)n(N)c(=O)c23)C1	1.1%	-1.7%	5.8	-0.2	6.5%	-6.6%	2.8%	4.0	-2.8	-6.3%
Cc1ccc(OCCSCc2nc3ccccc3[nH]2)cc1	0.3%	3.0%	.	9.9	11.3%	-1.8%	1.1%	0.2	8.0	-6.7%
Cc1ccc(CN2CCN(CC(=O)NCc3ccc(Cl)cc3)C2=O)cc1	5.8%	0.4%	20.3	3.0	18.9%	2.6%	5.0%	3.9	3.5	.
O=C(NCc1cccs1)C(NS(=O)(=O)c1cccc2nsnc12)c1ccccc1 (configuration not stated)	2.0%	-0.5%	0.1	-4.5	0.1%	?	-1.9%	0.4	2.1	-8.8%
COc1cc(/C=N/N2CCN(c3ccccc3)CC2)cc(OC)c1OC(C)=O	2.7%	1.3%	-4.5	-20.0	17.3%	2.6%	-7.1%	-6.0	0.8	15.5%
S=C(Nc1ccc(Cl)cc1Cl)N1CCOCC1	2.2%	3.3%	6.9	6.7	19.9%	.	14.1%	-1.4	15.7	-0.7%
Cc1ccc(C(=O)COC(=O)C(C)N2C(=O)C3C4CCC(C4)C3C2=O)cc1 (configuration not stated)	1.9%	1.2%	2.6	-1.4	6.3%	-5.0%	8.6%	2.3	-7.9	0.0%
COCC(=O)Nc1ccccc1-c1ccccc1	-0.7%	0.2%	-1.3	0.6	-20.2%	0.9%	-11.2%	-0.2	-21.0	3.0%
Cc1cnc(CN(C)C(=O)C2CCC(=O)N(CCc3ccccc3)C2)[nH]1 (configuration not stated)	6.3%	-1.6%	0.5	-15.2	-2.5%	-1.0%	-4.7%	.	1.1	-0.7%
COc1ccc2cc(/C=N/NC(=O)c3ccc(CN(c4ccc(C)c(C)c4)S(C)(=O)=O)cc3)c(Cl)nc2c1	2.2%	17.6%	-5.3	-9.5	-22.9%	38.9%[activator]	14.9%	-1.2	0.6	10.6%
